p53 reactivation: qHTS assay for re-activators of p53 using a Luc reporter; 320,000 tested, 0.063% active; H1299 p53-A138V BP100-luciferase reporter, luminescence, 24 h; Potency, µM (titrated, usually from 92.2 µM), without a hit: top-dose activity change, positive = activation, hits mostly activators; also: % of control where 0% means no effect; nearly all actives have a fitted effect of over 45% in size
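H1299 (p53-null), stable ts p53-A138V + BP100-Luc; 1000 cells/well, Opti-MEM/10% FBS; cpd 4 pt, 1:5; 24 h, 37 deg C, 5% CO2; detection reagent 10 min RT; luminescence.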
ELG1 genotoxic: qHTS screen for small molecules that induce genotoxicity in human embryonic kidney (HEK293T) cells expressing luciferase-tagged ELG1; HEK293T ELG1-luciferase reporter, luminescence, 16 h; Potency, µM (doses to about 46 µM), for inactives: at the top dose activity change, positive = activation, most hits filed as activators; 330,000 tested, 1.3% active; AID 504466, 2011; also: % of control where 0% means no effect; nearly all actives have a fitted effect of over 60% in size
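Genotoxicity was scored as increased ELG1-luciferase reporter signal, measured by ONE-Glo luminescence (30 min, room temperature). Compound or vehicle exposure of the HEK293T reporter cells lasted 16 hr at 37°C.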
BRCA1 expr up: qHTS Assay to Identify Small Molecule Activators of BRCA1 Expression; Potency, µM (titrated, usually from 46.1 µM), without a hit: at the top dose activation, most hits filed as activators; MCF7-BRCA1-FFLuc reporter, luminescence, 48 h; response scale: scaled: vehicle 0%, 10 µM genistein 100%; AID 624202, 2012; 380,000 tested, 1.1% active; also: nearly all actives have a fitted effect of over 80% in size; some results filed as inactive show a strong effect at the top dose
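MCF7-BRCA1-FFLuc cells, 2000/well in phenol-red-free MEM, attached 2 h then treated 48 h at 37 C. Luciferase luminescence read 15 min after reagent; normalized to genistein maximum activation (10microM) and DMSO, concentration-response fitted.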
uPA surface inh: qHTS for Inhibitors of Cell Surface uPA Generation | Potency, µM (titrated, usually from 38.3 µM), without a hit: at the highest dose activity change, negative = inhibition, actives largely listed as inhibitors | 330,000 tested, 0.31% active | cell surface uPA generation assay, qHTS; active = well fitted inhibition curve with a large enough effect; inconclusive = small, poorly fitted or top-dose-only effect; inactive = no such curve, though single readings can be large or run the other way; tested in mouse RAW 264.7 cells; also: % is scaled to controls: 0 for no effect and ±100 for the full control effect; nearly all actives have a fitted effect of over 55% in size
* = called active by the depositor; ? = inconclusive. Unless noted, calls follow the shape of the dose curve; as a rule, active = well fitted activation curve with a large enough effect; inconclusive = small, poorly fitted or top-dose-only effect; inactive = no such curve, though single readings can be large or run the other way. Potency is read from the fitted curve at half-maximal effect. Not all compounds are listed; count on the stated rates, not on these rows.

Value order: p53 reactivation | ELG1 genotoxic | BRCA1 expr up | uPA surface inh
> O=C(c1ccncc1)N1CCN(S(=O)(=O)c2ccccc2F)CC1
→ 1% | 5% | -2% | 0%
> CC[C@@]1(C(=O)OC)N[C@H](CN(C)C(=O)c2ccc(F)cc2)[C@@H]2C(=O)N(C)C(=O)[C@@H]21
→ 12% | 1% | -4% | 6%
> CC(=NNC(=O)c1cc(C)nc2ccccc12)c1ccc(N2CCOCC2)cc1
→ 22% | 13% | -29% | 2%
> COc1ccc(CNC(=O)C[C@H]2C[C@H](C(=O)N3CCOCC3)[C@@]3(CCC4CCCC4)c4[nH]c5cc(CCC(=O)N(C)C)ccc5c4CCN3C2=O)cc1OC
→ -1% | 6% | -26% | -6%
> CC(NC(=O)COC(=O)CN1C(=O)c2ccccc2C1=O)c1ccccc1 (configuration not stated)
→ 1% | 1% | -11% | 2%
> NC(=O)C1CCN(C(=O)c2cc(Cl)c3c(c2)OCCO3)CC1
→ 0% | 2% | -31% | 6%
> CC1CCCC(C)N1C(=O)COC(=O)/C=C/c1ccc(Br)o1 (configuration not stated)
→ 3% | 1% | -3% | 13%
> Cc1cc(C)c(NC(=O)C2CC(=O)N(C3CCCC3)C2)c(C)c1 (configuration not stated)
→ 2% | 2% | 1% | 0%
> CCOc1ncccc1C(=O)OCC(=O)Nc1cc(C(C)(C)C)ccc1OC
→ 7% | 3% | -13% | -1%
> O=C(NS(=O)(=O)NC1CCCCC1)C1=C(N2CCCC2)COC1=O
→ -2% | 2% | 3% | 3%
> C=CC[C@@H](CC(=O)N[C@@H](CO)Cc1ccccc1)C(=O)N[C@@H](C)COC(=O)[C@@H](CC=C)Cc1ccc(F)cc1
→ 9% | -1% | 0% | -3%
> CCCN(CC(=O)Nc1ccccc1OC)C(=O)c1nc2nc(C)ccn2n1
→ 2% | 0% | 3% | 3%
> CC1CCC2(CC1)NC(=O)N(CC(=O)Nc1cccc(S(=O)(=O)N3CCCCC3)c1)C2=O (configuration not stated)
→ -4% | 1% | -24% | ?
> Cc1ccc(-n2ncc3c(=O)[nH]c(SCC(=O)NCC4CCCO4)nc32)cc1 (configuration not stated)
→ -3% | 0% | 3% | 0%
> COc1ccc(-c2sc3ccc(OC)cc3c2-c2ccc(OCCN3CCOCC3)cc2)cc1
→ -9% | -2% | -62% | -14%
> COc1ccc(N2CCN(C(=O)CN3C(=O)NC4(CCCCC4C)C3=O)CC2)cc1 (configuration not stated)
→ -1% | 0% | -20% | -2%
> COc1ccc(NC(=O)CN2C(=O)NC3(CCCc4ccccc43)C2=O)c(OC)c1 (configuration not stated)
→ 4% | -3% | 2% | 2%
> C[C@@H]1CN([C@@H](C)CO)C(=O)c2cc(NC(=O)C3CC3)ccc2O[C@@H]1CN(C)Cc1ccc(Cl)c(Cl)c1
→ -1% | -3% | -53% | ?
> O=C(COC(=O)c1ccco1)Nc1cc(S(=O)(=O)N2CCCCC2)ccc1Cl
→ -1% | 1% | -19% | 0%
> CCCCN1C(=O)N(CCc2ccc(F)cc2)S(=O)(=O)c2cc(C(F)(F)F)ccc21
→ 4% | -1% | 0% | 17%

Going on with the list.
Value order: p53 reactivation | ELG1 genotoxic | BRCA1 expr up | uPA surface inh
> CC(C)C[C@@H]1CN=C(N)N1C[C@@H]1CCCN1C[C@@H](C(C)C)N1C[C@@H](Cc2ccccc2)N(CCCC2CCCC2)C1=N
→ -3% | 0% | 5% | 9%
> Cc1cccc(C)c1NC(=O)CNC(=O)COC(=O)c1ccc(Cl)s1
→ -1% | 0% | -21% | 7%
> C[C@H](CO)N1C[C@H](C)[C@@H](CN(C)C(=O)Nc2ccc3c(c2)OCO3)Oc2ccc(NC(=O)Nc3ccc(C(F)(F)F)cc3)cc2C1=O
→ 5% | 4% | -72% | 11%
> CCCn1c(N)c(N2CCCCC2)c(=O)n(CC(=O)Nc2cccc(S(=O)(=O)N(C)C)c2)c1=O
→ -2% | 3% | -36% | ?
> CC[C@]1(C(=O)OC)[C@H]2C(=O)N(Cc3ccccc3)C(=O)[C@H]2[C@H]2CN=C(SCc3ccc(C(=O)OC)cc3)N21
→ -5% | -9% | -4% | -14%
> CCN(CC)c1ccc(C(=O)OCC(=O)Nc2ncccn2)cc1
→ -1% | -2% | 13% | -5%
> Cc1nc(C)c(C(=O)OCC(=O)NCc2ccccc2Cl)s1
→ -8% | -3% | 13% | -6%
> CC(C)(C)OC(=O)C[C@H]1C/C=C\C[C@H](CC(=O)N[C@H](CO)Cc2ccccc2)C(=O)N2CCC[C@@H]2COC1=O
→ -3% | 0% | 15% | 10%
> Cc1ccnn1-c1ccc(C(=O)NCc2ccccc2CN2CCOCC2)cc1
→ 1% | -5% | -19% | 3%
> CCOC(=O)C1=CN(Cc2cccc(-c3cccnc3)c2)S(=O)(=O)N(CC)C1C (configuration not stated)
→ 1% | -1% | 0% | -6%
> Nn1c(SCC(=O)Nc2ccc3c(c2)CCC3)nnc1C1CC1
→ 4% | 1% | -5% | 3%
> O=C(CSc1ncccn1)Nc1ccc(Cl)c(S(=O)(=O)N2CCOCC2)c1
→ -4% | 0% | -6% | 2%
> CC1CCCCC12NC(=O)N(CC(=O)NCCc1ccccc1)C2=O (configuration not stated)
→ 3% | 3% | 4% | 2%
> COc1ccc(CCNC(=O)COC(=O)Cc2ccccc2F)cc1
→ -8% | 2% | -8% | 4%
> CC(C)(C)OC(=O)C[C@@H]1C/C=C\C[C@@H](CC(=O)N(CCO)Cc2ccccc2)C(=O)N[C@H](Cc2ccccc2)COC1=O
→ 2% | -1% | -2% | 6%
> O=C1CCC/C=C/C[C@H](CC(=O)N(CCO)Cc2ccccc2)C(=O)N[C@@H](Cc2ccccc2)CO1
→ 4% | 1% | 1% | -10%
> COc1ccc(C(=O)Nc2cccc(S(=O)(=O)NC3=NCCC3)c2)cc1OC
→ 0% | 1% | 9% | 1%
> C#CCOCCOCCOCCNc1nc(N2CCN(C(=O)[C@H](CCCN=C(N)N)n3cc(C(N)[C@@H](C)CC)nn3)CC2)nc(N2CCN(C(=O)[C@H](CCC(=O)O)n3cc([C@@H](N)CC(N)=O)nn3)CC2)n1 (some centres not stated)
→ 0% | 1% | 2% | 8%
> COc1ccccc1C=NNC(=O)c1ccccc1OCCOc1ccccc1
→ -2% | -6% | -79% | -6%
> Cc1ccc(S(=O)(=O)N2CCOCC2)cc1C(=O)OCC(=O)c1c(N)n(C)c(=O)n(C)c1=O
→ -5% | -1% | -9% | -2%

(further entries)
Value order: p53 reactivation | ELG1 genotoxic | BRCA1 expr up | uPA surface inh
> Cc1c(C(=O)N2CCN(c3ncccn3)CC2)oc2ccc(F)cc12
→ -11% | -2% | -7% | -4%
> CS(=O)(=O)N1Cc2ccccc2CC1C(=O)OCC(=O)NCCc1ccc(S(N)(=O)=O)cc1 (configuration not stated)
→ -2% | 3% | 0% | -11%
> COc1ccccc1-c1sc2ccccc2c1C#Cc1ccc(N(C)C)cc1
→ 0% | 0% | 2% | 17%
> COc1ccccc1C(=O)COC(=O)COc1ccc(C#N)cc1
→ 8% | 2% | -12% | 4%
> Cc1ccc(S(=O)(=O)N2CCOCC2)cc1NCC(=O)Nc1ccc(OC(F)(F)F)cc1
→ -2% | 7% | -17% | -1%
> O=C(COc1c(F)c(F)cc(F)c1F)NNC(=O)CC1CCS(=O)(=O)C1 (configuration not stated)
→ 2% | 0% | -8% | 4%
> COC(=O)[C@]1(C)N[C@H](CN(C)C(=O)c2ccc(C)cc2)[C@@H]2C(=O)N(Cc3ccccc3)C(=O)[C@@H]21
→ -1% | 1% | 22% | 2%
> Cc1cc(NC(=O)COC(=O)c2ccccc2O)no1
→ -2% | 1% | -21% | -7%
> O=C(Nc1ccccc1)c1nc[nH]c1C(=O)NCCCNC(=O)c1[nH]cnc1C(=O)Nc1ccccc1
→ -2% | -6% | -11% | 5%
> COC(=O)[C@]1(C)N[C@H](CN(C)C(=O)C2CCCCC2)[C@@H]2C(=O)N(C)C(=O)[C@@H]21
→ 2% | -1% | 5% | 10%
> Cc1ccccc1C(=O)NCC(=O)NC1CC1
→ 3% | 1% | 4% | 0%
> CC1CCCC(NC(=O)COC(=O)CCC(=O)c2cccs2)C1C (configuration not stated)
→ 3% | 0% | -15% | 0%
> C[C@@]12C(=O)N(c3ccc(Cl)cc3)C(=O)N1[C@@H]1c3ccccc3OC[C@@H]1[C@H]2c1ccccc1
→ -1% | -6% | -6% | -5%
> Cc1ccc(C=NNC(=O)c2cc(-c3cccnc3)nc3ccccc23)o1
→ 3% | -1% | -34% | -15%
> CCC1Nc2ncnc(N3CCOCC3)c2N(Cc2ccc(Cl)cc2)C1=O (configuration not stated)
→ 0% | 4% | 0% | 0%
> Cc1ccc(NS(=O)(=O)c2ccc(C(=O)NCCN3CCOCC3)cc2)cc1
→ 3% | 0% | -2% | -9%
> O=C1COc2ccc(C(=O)COC(=O)c3ccccc3Cl)cc2N1
→ ? | 1% | 1% | 7%
> COc1ccc(C(=O)OCC(=O)c2ccc3c(c2)NC(=O)CO3)cc1[N+](=O)[O-]
→ 6% | 2% | -14% | -2%
> COc1ccc(C(=O)O)cc1S(=O)(=O)N1CCN(Cc2ccc3c(c2)OCO3)CC1
→ -5% | 1% | -4% | 5%
> CC(=O)OC1[C@H](Oc2c(O)c(C)c3c4c2[C@@H](C)CC[C@@H]4[C@@H](C)C[C@@H]3C=C(C)C)OC[C@@H](O)[C@@H]1O (some centres not stated)
→ 22% | 0% | -22% | 15%

The list continues.
Value order: p53 reactivation | ELG1 genotoxic | BRCA1 expr up | uPA surface inh
> COc1ccc(-c2cc(CCC(=O)N3CCN(c4cc(C)ccc4C)CC3)[nH]n2)cc1
→ 4% | -3% | -37% | -10%
> O=C(c1ccccc1NS(=O)(=O)c1ccc(F)cc1F)N1CCCCC1
→ 0% | -3% | -19% | 5%
> CC(C)(C)c1ccc(C(=O)NNC(=O)CNC(=O)c2cccs2)cc1
→ 11% | 4% | 62% | -6%
> CC(C)Cn1c(SCC(=O)Nc2ccc(Cl)cc2F)nc(O)cc1=O
→ 0% | 1% | -2% | 2%
> COc1ccccc1NS(=O)(=O)c1cc(NC(=O)COc2ccccc2F)ccc1N1CCOCC1
→ 4% | -2% | -38% | 5%
> CC(C)[C@H](N)C(=O)NC[C@H]1O[C@@H](n2cnc3c(N)ncnc32)[C@H](O)[C@@H]1O
→ 2% | 14% | -5% | -4%
> CCC(C)(O)C(=O)N[C@H]1CCCN1C(=O)/C=C/c1ccccc1 (some centres not stated)
→ -1% | -2% | 5% | 11%
> CCc1nc2ccc(C(=O)N(C)CC(=O)Nc3ccccc3C(F)(F)F)cc2nc1CC
→ -10% | 0% | -18% | 3%
